GlmU inhibition: inhibition of mycobacterial GlmU enzyme – biochemical, glucosamine-1-phosphate acetyltransferase (AID 1376); M. tuberculosis GlmU acetyltransferase enzyme assay; higher % means a stronger effect; 0.25% of 220,000 active; inhibition, %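 (tested at 30 µM in the primary screen)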, or IC50 in µM where a hit was titrated; in the data active means inhibition above about 13%; inconclusive means no clear call, values can overlap the other calls;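 further: 0% = complete reaction with vehicle and 100% = reaction without substrate; strong numbers were not always called active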
Mtb RmlCD inh: M. tuberculosis RmlC/RmlD inhibition. AID 1533. inhibition, % at 3.6 µM. 0.03% of 160,000 active. RmlC+RmlD coupled enzyme assay, percent inhibition; primary screen in compound mixtures; in the data active means inhibition mostly above about 34%, no sharp cut-off; inconclusive means no clear call, values can overlap the other calls; inactive means mostly below about 22%; further: some results filed as inactive read as strong as hits
Target sequence (P9WH09 whole entry, looked up): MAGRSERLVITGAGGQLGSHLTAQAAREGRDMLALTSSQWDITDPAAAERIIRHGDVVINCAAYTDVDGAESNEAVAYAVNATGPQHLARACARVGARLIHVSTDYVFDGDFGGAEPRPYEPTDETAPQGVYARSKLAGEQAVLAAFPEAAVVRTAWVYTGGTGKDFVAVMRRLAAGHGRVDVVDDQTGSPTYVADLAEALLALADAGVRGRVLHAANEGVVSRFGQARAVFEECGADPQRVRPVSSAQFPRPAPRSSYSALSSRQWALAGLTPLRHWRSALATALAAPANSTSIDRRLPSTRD
Target sequence (P9WH11 whole entry, looked up): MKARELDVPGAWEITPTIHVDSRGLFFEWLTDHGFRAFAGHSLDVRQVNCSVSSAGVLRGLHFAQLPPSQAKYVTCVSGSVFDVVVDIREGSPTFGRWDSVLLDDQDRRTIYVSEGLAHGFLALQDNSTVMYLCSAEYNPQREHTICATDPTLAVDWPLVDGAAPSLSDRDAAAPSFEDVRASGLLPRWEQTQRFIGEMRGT
Active calls of the source: *; ? = inconclusive; nt = no result given. The list is partial. The share of hits here may be higher or lower than overall.

molecule | Mtb RmlCD inh | GlmU inhibition
COc1ccccc1OCc1csc(NC(=O)c2ccco2)n1 | 2 | -4.6%
COc1ccc(N2CCN(C(=O)Cn3cncn3)CC2)cc1 | -4 | -2.1%
COc1ccc(Oc2ccccc2C=O)cc1 | 16 | -3.5%
N/C(=N/OCC(=O)Nc1cccc2ccccc12)c1nonc1N | 14 | 4.2%
Cc1c(C(=O)N/N=C/c2ccc(Cl)cc2)[nH]c2ccc(Cl)cc12 | 8 | 6.4%
O=C(NC1CCS(=O)(=O)C1)/C(=C\c1ccc(F)cc1)NC(=O)c1ccccc1 (stereo unspecified) | 16 | -3.2%
CCN(CC)C(=O)CSC1=N/C(=C/c2ccco2)C(=O)N1c1ccc(OC)c(Cl)c1 | -8 | 0.0%
CC1CCc2ccccc2N1C(N)=Nc1ccccc1 (stereo unspecified) | 59 | -3.7%
COCCCNc1nc2c(c(=O)[nH]c(=O)n2C)n1CC(O)COc1cccc(C)c1 (stereo unspecified) | nt | 4.3%
COc1ccccc1Oc1ccc2c(c1)C(=O)N(c1cccc3ncccc13)C2=O | nt | -0.3%
Cc1c(Cl)ccc(S(=O)(=O)N2CCN=C2c2ccccc2)c1Cl | -11 | 1.1%
COc1cc(SC)ccc1C(=O)NC(C)C | nt | -3.7%
CCn1ccnc1CN1CCCC(C(=O)c2cc(Cl)ccc2OC)C1 (stereo unspecified) | nt | 8.3%
O=C(CCn1cnc2ccccc2c1=O)Nc1ccc2c(c1)OCCO2 | nt | -2.5%
CCCCC(=O)N/N=C(\C)CC(=O)Nc1ccccc1Br | 7 | 8.0%
Cc1ccc(N=Nc2cc(C)ccc2N)cc1 | nt | 4.3%
O=C(Nc1cccc2c1CCCC2)c1ccncc1 | nt | -4.9%
O=C(CSc1nc(-c2ccccc2)cs1)NCc1ccco1 | nt | 1.0%
O=C(NC(CCl)c1ccccc1)c1ccc(Cl)cc1 (stereo unspecified) | 6 | -8.0%
C=CCN1C(=O)C2(c3ccccc31)C1CCCC=C1C(C#N)=C(N)C2(C#N)C#N (stereo unspecified) | -3 | 6.1%
CC(C)(C)NC(=O)NC(=O)COC(=O)Cc1ccc(Cl)cc1Cl | 24 | -5.2%
Cc1ccc(S(=O)(=O)Nc2cc(NC(=O)CN3CCOCC3)ccc2Cl)cc1 | -2 | 5.1%
Cn1cnc(S(=O)(=O)Nc2ccccc2C(=O)NCC2CC2)c1 | 0 | 1.2%
COc1ccc([N+](=O)[O-])cc1N(CC(O)CN(C)C)S(=O)(=O)c1ccccc1 (stereo unspecified) | 24 | 3.8%
COc1cccc(-n2c(CN3CCN(c4ccccn4)CC3)nc3ccc([N+](=O)[O-])cc3c2=O)c1 | 5 | 6.7%

Four of the compounds above, field by field.
COc1ccccc1OCc1csc(NC(=O)c2ccco2)n1
  Mtb RmlCD inh: 2
  GlmU inhibition: -4.6%
COc1ccc(N2CCN(C(=O)Cn3cncn3)CC2)cc1
  Mtb RmlCD inh: -4
  GlmU inhibition: -2.1%
COc1ccc(Oc2ccccc2C=O)cc1
  Mtb RmlCD inh: 16
  GlmU inhibition: -3.5%
N/C(=N/OCC(=O)Nc1cccc2ccccc12)c1nonc1N
  Mtb RmlCD inh: 14
  GlmU inhibition: 4.2%

The main list resumes with the 3 entries that preceded the break.
molecule | Mtb RmlCD inh | GlmU inhibition
Cn1cnc(S(=O)(=O)Nc2ccccc2C(=O)NCC2CC2)c1 | 0 | 1.2%
COc1ccc([N+](=O)[O-])cc1N(CC(O)CN(C)C)S(=O)(=O)c1ccccc1 (stereo unspecified) | 24 | 3.8%
COc1cccc(-n2c(CN3CCN(c4ccccn4)CC3)nc3ccc([N+](=O)[O-])cc3c2=O)c1 | 5 | 6.7%
Cc1ccc(-c2n[nH]c(S(C)(=O)=O)c2C#N)cc1 | -6 | 2.7%
O=C1c2ccc3c4c(ccc(c24)C(=O)N1c1ccc(O)cc1)C(=O)N(c1ccc(O)cc1)C3=O | -13 | -4.2%
C=CCNC(=O)C(=O)N/N=C/c1ccco1 | 74 | -2.0%
CC(=O)c1c(C)oc2ccc(N(C(=O)c3ccncc3)S(=O)(=O)c3ccccc3)cc12 | 7 | 1.1%
CCS(=O)(=O)N1CCC(C(=O)NCc2ccc(OC)cc2)CC1 | -8 | 2.1%
Cn1nnnc1SCc1nc2ccccc2[nH]1 | -10 | -0.6%
Cc1cc(C)cc(Oc2ccccc2/C=N\O)c1 | 10 | 0.7%
COc1ccccc1N1CCN(C(=O)COc2ccc(C)cc2Br)CC1 | 4 | 2.5%
C/C(N)=C(/C#N)C(=O)CSc1nc2ccccc2c(=O)n1Cc1ccc(F)cc1 | 1 | 2.5%
COc1ccc(N2CCN(C(=O)CSc3nnnn3-c3ccc4c(c3)OCCO4)CC2)cc1 | -6 | 3.8%
COc1ccccc1NC(=O)c1ccccc1-c1nc(-c2ccccc2OC)no1 | 3 | 4.1%
NCCCC(=O)N1c2ccccc2Sc2ccccc21 | -9 | -9.8%
CC1(C)CC(=O)C(CC(=O)NC(=O)NCc2ccccc2)=C(O)C1 | nt | ?
O=C(O)/C=C/C(=O)NCc1csc2ccccc12 | -11 | -0.5%
Cc1[nH]c(-c2ccco2)nc1C(=O)O | 4 | -2.3%
CCOc1ccc(NC(=O)CSc2nnc(C3CC3)n2C)cc1 | 14 | -4.4%
CSCCC(NC(=O)c1ccccc1)C(=O)OCC(=O)c1ccc[nH]1 (stereo unspecified) | 8 | 3.5%
COCCCNC(=O)/C=C/c1cccc(Cl)c1 | 4 | 5.8%
O=C(c1cncs1)N1CCCC(CNS(=O)(=O)c2cccs2)C1 (stereo unspecified) | nt | 1.4%
COc1ccc(NC(=O)CSc2nnc(-c3cccs3)n2Cc2ccco2)cc1OC | 4 | 0.8%
CN(C)c1ccccc1C(=O)N1CCCC(C(=O)c2ccc3ccccc3c2)C1 (stereo unspecified) | nt | 2.5%
COc1ccc(/C=N/NC(=O)c2ccccc2O)cc1COc1ccccn1 | 10 | -0.1%
COCC(C)n1c(C)cc(C(=O)COc2ccc(C)nc2[N+](=O)[O-])c1C (stereo unspecified) | nt | 0.7%
COc1ccc(CN2CCCCC2c2cccnc2)c(OC)c1C (stereo unspecified) | nt | -0.7%
COc1ccc(N(CC(=O)Nc2ccc3c(c2)OCCO3)S(=O)(=O)c2cccnc2)cc1 | 18 | 0.4%

Continued.
molecule | Mtb RmlCD inh | GlmU inhibition
CC(=O)[C@@]1(O)CC[C@H]2[C@@H]3C[C@H](C)C4=CC(=O)C=C[C@]4(C)[C@@]3(F)[C@@H](O)C[C@@]21C | nt | -4.6%
Cc1cc(C)c(C2C(C#N)=C(N)Oc3n[nH]c(C)c32)cc1CN1CCOCC1 (stereo unspecified) | 9 | 4.3%
Cc1cc(C)c(NC(=O)C(C)(C)C)c(Cl)c1 | 10 | 1.1%
COc1ccccc1-c1nnc(SCc2nc3ccccc3[nH]2)n1C | -8 | -1.9%
O=C(O)c1cc2sccc2s1 | nt | 1.2%
COc1ccc(CCNC(=O)C2CCN(C(=O)N(C)C)CC2)cc1OC | nt | 0.3%
Cc1nnc2sc(-c3csc4c3CCCC4)nn12 | 61 | -3.5%
Clc1ccc(-c2n[nH]c3c2CCCC3)cc1 | -3 | -3.1%
CC(=O)c1ccc(NC(=O)COC(=O)CCC(=O)c2cccs2)cc1 | -7 | 7.0%
O=C(Nc1cc(Cl)c(O)c(Cl)c1)C1CCCO1 (stereo unspecified) | -5 | -6.0%
Cc1nc(C)c(C(=O)N/N=C/c2c[nH]c3ccccc23)s1 | 6 | 1.0%
Fc1ccccc1NC(=S)Nc1cccnc1 | nt | 2.2%
CCS(=O)(=O)Nc1ccc(C(=O)CC2(O)C(=O)Nc3ccccc32)cc1 (stereo unspecified) | -5 | 0.1%
COc1ccc(CN(CCO)CCO)cc1[N+](=O)[O-] | -6 | -3.1%
Cc1cccc(-n2c(C)nc3c(cnn3-c3ccc(F)cc3)c2=O)c1 | 5 | 5.0%
COc1ccccc1NC(=O)C1=C(C)NC2=C(C(=O)CC(c3ccc(OC)c(OC)c3)C2)C1c1coc2ccccc2c1=O (stereo unspecified) | nt | 1.5%
Cc1c(Cl)cccc1NC(=S)N1CCN(c2ccc([N+](=O)[O-])cn2)CC1 | 9 | -2.2%
O=[N+]([O-])c1ccc(O)c(/C=N/NC2=NS(=O)(=O)c3ccccc32)c1 | -7 | 3.3%
FC(F)(F)c1nc(NCC2CCCO2)c2nnn(Cc3ccccc3Cl)c2n1 (stereo unspecified) | -4 | -3.9%
O=C(CN1CCCCC1)Nc1ccc(Br)cc1[N+](=O)[O-] | nt | -6.1%
O=C(c1ccc(Cl)cc1)N1CCCC(C(=O)N2CCN(c3ccccc3)CC2)C1 (stereo unspecified) | nt | -2.2%
O=C(NCCN1CCOCC1)c1cc2sccc2n1Cc1ccc(F)cc1 | 12 | 4.8%
COc1ccc(C(c2c(O)ccc3ccccc23)N2CCOCC2)c(OC)c1 (stereo unspecified) | 3 | nt
O=C(NCc1ccco1)c1sc2cc(Cl)ccc2c1Cl | nt | 3.3%
Cc1ccc(-n2nnnc2SC(C)C(=O)Nc2ccc(Cl)cn2)cc1 (stereo unspecified) | -4 | 5.8%

Further compounds.
molecule | Mtb RmlCD inh | GlmU inhibition
COCCN(C(=S)Nc1cccc(OC)c1)C(C)c1cccs1 (stereo unspecified) | nt | 2.2%
Cc1noc(C)c1S(=O)(=O)N1CCC(C(=O)N2CCN(c3ccc(F)cc3)CC2)CC1 | 10 | 3.0%
O=C(NCc1cccs1)c1ccc(N2CCCC2=O)cc1 | 11 | 0.2%
COc1ccc(NC(=O)Nc2ccccc2SC)cc1OC | nt | 5.8%
Oc1c(C(c2ccco2)N2CCN(C(c3ccccc3)c3ccccc3)CC2)sc2ncnn12 (stereo unspecified) | 7 | 6.7%
C#CCOc1c(Br)cc(/C=N\NC(=O)CN2CCOCC2)cc1OCC | 9 | 2.9%
COc1ccc(OC)c(NC(=S)N2CCN(C/C=C/c3ccccc3)CC2)c1 | nt | 5.5%
Cc1ccc(NC(=O)c2cccc(N3C(=O)C4C5CCC(C5)C4C3=O)c2)c(C)c1 (stereo unspecified) | 10 | -0.9%
c1ccc(SCCN2CCc3ccccc3C2)cc1 | nt | -0.6%
CCOC(=O)CNC(=O)CSc1nccn1Cc1ccco1 | 9 | 1.3%
O=C(NCCOc1cccc(Cl)c1Cl)c1cc(-n2cnnc2)ccc1Cl | nt | 2.4%
COC(=O)c1[nH]c2c(c1C)C(=O)CC(c1ccccc1)C2 (stereo unspecified) | 29 | 2.0%
CCOc1cc(CNC(C)C(O)c2ccccc2)cc(Cl)c1OCC (stereo unspecified) | 62 | 2.5%
Clc1ccc2oc(-c3ccccc3)nc2c1 | nt | -1.2%
CCOc1ccc(Oc2nc(NCC(C)C)nc(N(C)C)n2)nn1 | 103 | -5.8%
Cc1cc(C(=O)N2CCc3ccccc32)n(-c2ccccc2)n1 | 12 | 2.8%
Nc1ncc(-c2nnnn2-c2ccc(Cl)cc2)c(-c2ccc(Cl)cc2)n1 | 5 | -4.4%
COc1ccccc1CN1C2CCCC1CC(NC(=O)/C=C/c1ccccc1)C2 (stereo unspecified) | -6 | 2.6%
Cc1ccc(C)c(S(=O)(=O)Nc2nc(C)c(C(=O)Nc3ccccc3)s2)c1 | nt | 5.9%
Cc1nc2c(ccc3c([N+](=O)[O-])cccc32)c(C)c1C | -1 | 3.4%
CCOc1ccc(NCC(=O)c2ccc(C)cc2)cc1 | -1 | -9.4%
CC(=O)Nc1ccc(S(=O)(=O)NC2(C(F)(F)F)NC(=O)N(C3CCCC3)C2=O)cc1 (stereo unspecified) | -5 | 2.2%
OC(COCC1COc2ccccc2O1)CN1CCN(c2ccccc2)CC1 (stereo unspecified) | nt | 0.2%
CCOC(=O)C1(C(C)(C)CC)CC(CSc2nc3ccccc3[nH]2)OC1=O (stereo unspecified) | nt | 1.4%
N#Cc1c(N)n(-c2ccc(O)cc2)c2nc3ccccc3nc12 | 12 | -5.7%

Other records.
molecule | Mtb RmlCD inh | GlmU inhibition
O=C(CCC(=O)N1CCN(c2ccccc2F)CC1)c1ccc(F)cc1 | 9 | nt
CC1CCCN(C(=O)CN2C3CCC2CC(O)(c2ccc(F)cc2)C3)C1 (stereo unspecified) | -9 | 2.1%
NS(=O)(=O)c1ccc(NC(=O)COC(=O)c2ccc3c(c2)OCCO3)cc1 | 2 | 1.6%
O=C(c1ccc(COc2c(F)c(F)c(F)c(F)c2F)o1)N1CCOCC1 | -9 | -1.9%
Cc1c(NC(=O)C(C)OC(=O)c2c3c(nc4ccccc24)CCC3)c(=O)n(-c2ccccc2)n1C (stereo unspecified) | 33 | -3.1%
CCOc1cc(CNn2cnnc2)cc(Br)c1OCC(=O)NC1CCCCC1 | nt | 0.7%
O=S(=O)(NC1CCCCC1NS(=O)(=O)c1ccc(F)cc1)c1ccc(F)cc1 (stereo unspecified) | 5 | 1.4%
O=C(O)CCCNC(=O)c1ccccn1 | nt | -0.1%
CC[C@@H](NS(=O)(=O)c1ccc(C)cc1)C(=O)Oc1ccc2c3c(c(=O)oc2c1)CCC3 | 46* | -0.7%
N#Cc1ccc(COc2ccc(CCO)cc2-n2nc3ccccc3n2)cc1 | -8 | 11%

Bioassay records: PubChem, several laboratories
